Runt-CBFb FRET – inhibitors of human RUNX1 Runt domain binding to CBFb. Cerulean-Runt/Venus-CBFb FRET ratio 530/480, 1 h. inhibition, % at 20 µM. hit rate 0.46% among 220,000. AID 1496;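 active = inhibition over about 50% at 20 µM in the single-dose screen, limit read from the data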;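 note: 0% = DMSO wells and 100% = excess unlabeled CBFb competitor control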
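test system = Cerulean-Runt domain fusion protein, energy donor | probe or stimulus = Venus-CBFb binding partner, 100 nM | incubation = two 1 h room-temperature incubations shielded from light | detection = fluorescence energy transfer, 422 nm excitation, 530/480 nm emission | measure = loss of energy transfer signal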
EBV gp42 block – EBV gp42 inhibition; inhibition, % (tested at 21.74 µM); Fluorescence polarization binding assay, mP read-out; Q1HVG2; AID 1085; hit rate 0.42% among 220,000; in the data active = inhibition above about 50%
Target sequence (Q1HVG2 whole entry, looked up): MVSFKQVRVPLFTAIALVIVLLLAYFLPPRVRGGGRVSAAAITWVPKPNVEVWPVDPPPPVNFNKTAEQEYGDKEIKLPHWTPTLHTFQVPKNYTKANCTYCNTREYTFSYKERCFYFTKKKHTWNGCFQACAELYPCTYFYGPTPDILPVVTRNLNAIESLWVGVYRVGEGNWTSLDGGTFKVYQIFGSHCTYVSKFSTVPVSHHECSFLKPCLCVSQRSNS
Tb hexokinase – T. brucei hexokinase 1 inhibition | inhibition, % at 10 µM | recombinant TbHK1, G6PDH-coupled NADH A340 | hit rate 0.11% among 220,000 | AID 1430;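 active = inhibition of 50% or more in the single-dose primary screen; inactive = inhibition below 50%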
Runt-SMMHC FRET – blocks binding of human RUNX1 Runt domain to CBFb-SMMHC | Cerulean-Runt/Venus-CBFb-SMMHC FRET ratio 530/480, 1 h | inhibition, % at 20 µM | hit rate 0.74% among 220,000 | Q01196+Q13951;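 active = mean inhibition across duplicate retests at 20 µM reaching about 50%, limit read from the data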;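 note: 0% = DMSO wells and 100% = wells with excess untagged CBFb-SMMHC; inhibitors lower the FRET ratio by blocking Runt binding to CBFb-SMMHC; some results filed as inactive read as strong as hits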
zVAD death inh – L929 zVAD cell death inhibition; L929 zVAD necroptosis rescue, ATP luminescence, 24 h; with zVAD 60 µM; viability rescue, % at 10 µM; hit rate 0.38% among 220,000; AID 1377;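 active = activation, scaled between plate controls, above about 75%, limit read from the data; inactive = activation under that limit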;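 note: 0% = zVAD with DMSO and 100% = DMSO alone without zVAD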
Hck Nef HTS – blocks Nef-activated human Hck kinase; P08631; Recombinant Hck-YEEI plus Nef, Z-Lyte FRET kinase assay; inhibition, % at 20 µM; hit rate 0.68% among 220,000; AID 463187;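 active = Hck-Nef kinase inhibition above about 50%, limit read from the data; inactive = inhibition below that limit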;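 note: 0% = DMSO with Hck plus Nef and 100% = Hck alone without Nef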
14-3-3 Bad inh – disrupts binding of bovine 14-3-3 zeta to phospho-Bad peptide. TR-FRET 14-3-3zeta/Dy647-pBad peptide displacement, 1 h. inhibition, % at 21.7 µM. P63103. hit rate 0.71% among 220,000;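 active = inhibition above about 70%, limit read from the data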;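 note: 0% = full 14-3-3 plus peptide FRET controls and 100% = background without 14-3-3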
Target sequence (P63103 whole entry, looked up): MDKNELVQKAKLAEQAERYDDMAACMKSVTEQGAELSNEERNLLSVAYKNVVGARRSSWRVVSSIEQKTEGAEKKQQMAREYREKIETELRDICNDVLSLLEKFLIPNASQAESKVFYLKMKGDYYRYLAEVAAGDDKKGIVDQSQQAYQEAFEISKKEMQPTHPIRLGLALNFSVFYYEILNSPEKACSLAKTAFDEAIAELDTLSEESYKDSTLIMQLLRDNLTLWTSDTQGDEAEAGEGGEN
Mdm2 ligase inh – Mdm2 E3 ligase (human) inhibition | hit rate 0.11% among 210,000 | cell-based MDM2 ubiquitination luciferase reporter, 2 h; 0 = plate control, 100 = twice control, blank-subtracted | signal enhancement, % at 5 µM;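 active = signal enhancement of 30% or more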;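 note: luminescence tracks abundance of the self-degrading MDM2-luciferase fusion protein; higher signal means inhibition of MDM2 E3 ligase activity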
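Timing – 2 h compound exposure at 37 °C · Assay system – mammalian cells stably expressing self-ubiquitinating, self-degrading MDM2 E3–luciferase fusion · Amount – 2000 cells seeded into each well · Measure – % luminescence enhancement versus blank-corrected plate control mean · Measured by – SteadyLite luminescence, 15 min reagent step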
p47phox inh – inhibitors of human p47phox binding; p47phox/p22phox peptide binding, fluorescence polarization, 2 h; inhibition, % at 24.7 µM; hit rate 0.53% among 220,000; AID 1274;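 active = inhibition above about 30%, limit read from the data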;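 note: 0% = p47phox with labelled peptide and 100% = labelled peptide alone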
Target sequence (P14598 whole entry, looked up): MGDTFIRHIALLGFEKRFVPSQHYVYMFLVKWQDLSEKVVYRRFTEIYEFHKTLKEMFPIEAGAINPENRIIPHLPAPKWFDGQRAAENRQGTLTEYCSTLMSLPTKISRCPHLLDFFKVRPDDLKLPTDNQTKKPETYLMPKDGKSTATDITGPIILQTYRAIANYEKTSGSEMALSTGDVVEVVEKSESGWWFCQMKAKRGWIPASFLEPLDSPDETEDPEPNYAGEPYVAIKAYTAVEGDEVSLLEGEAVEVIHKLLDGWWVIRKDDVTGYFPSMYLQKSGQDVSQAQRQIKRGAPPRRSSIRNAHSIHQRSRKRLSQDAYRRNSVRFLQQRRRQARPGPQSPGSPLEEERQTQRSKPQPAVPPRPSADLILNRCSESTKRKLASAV
* hit, by the source's call; / = no result given; [ ] = remark or other dose.

canonical_smiles,Runt-CBFb FRET,EBV gp42 block,Tb hexokinase,Runt-SMMHC FRET,zVAD death inh,Hck Nef HTS,14-3-3 Bad inh,Mdm2 ligase inh,p47phox inh
Cc1cccc(C(=O)Nc2cccc(C(=O)N3CCOCC3)c2)c1,2,-18,-4,2,0.2,2,0,-14,-4
CCN(CC)CCNC(=O)CS(=O)Cc1nc(-c2ccc(C)cc2)oc1C (stereo not given),-2,-11,4,3,0.4,1,9,3,-5
CCOC(=O)N/N=C(\C)c1cccs1,1,-13,-6,1,2.0,14,-10,-9,-2
CCC1CCCCN1C(=O)Cn1c(C(=O)OC)cc2sc(Cl)cc21 (stereo not given),0,-18,3,1,-0.5,13,-8,-5,-12
COc1ccc(CC2(CO)CCN(S(=O)(=O)c3c(C)nn(C)c3Cl)CC2)cc1,-1,1,-6,-6,-0.9,16,1,-25,-4
Cn1c(NCC2CCCO2)nc2c1c(=O)n(Cc1ccccc1)c(=O)n2C (stereo not given),-1,-26,0,-2,1.0,-1,1,10,-4
Cc1c(NC(=O)c2cc(-c3cccs3)nc3ccccc23)c(=O)n(-c2ccccc2)n1C,0,-4,-20,1,1.8,-13,-11,6,-6
Cc1cccc(Oc2ccc(N)cc2)c1,0,-11,0,-2,-0.4,1,12[fluorescence artefact?],-1,-7
O=C(Nc1ccccc1Cl)c1cc(S(=O)(=O)N2CCOCC2)cs1,3,-9,1,1,0.1,4,14,-8,4
O=C(NCc1ccco1)c1ccc(Cn2c(=O)c3sccc3n(Cc3ccc(F)cc3)c2=O)cc1,1,-24,-8,-2,2.7,2,1,-5,-28
NC(=S)Nc1ccccc1Br,-1,-15,-4,-6,-0.7,-7,-8,-11,-9
Cc1ccc(C(=O)OCC(=O)Nc2ccc3[nH]c(=O)[nH]c3c2)cc1[N+](=O)[O-],2,-7,-5,-1,0.5,14,3,/,-4
O=C(O)CCC(=O)c1ccc2c(c1)OCCCO2,0,-19,-6,2,0.0,-3,11,-20,-10
O=C(O)CCSc1ccccn1,32,8,5,10,0.5,-21,-1,-18,5
O=C(Nc1cccc(NC(=O)c2ccco2)c1)c1ccc2c(c1)OCO2,0,-10,8,-1,0.2,6,8,-5,-26
O=C(CCCn1nnc2ccccc2c1=O)N[C@@H](Cc1ccccc1)C(=O)O,0,-7,-5,3,0.7,13,-10,-6,-4
CCC(Sc1nncn1C)C(=O)Nc1ccccc1OC (stereo not given),0,-50,2,-3,0.7,2,8[fluorescence artefact?],-14,0
Cc1ccc(C(C)C)cc1OCC(=O)N/N=C/c1ccc2c(c1)OCCO2,-3,-1,32,-5,1.6,7,20[fluorescence artefact?],-10,0
CCOCC(=O)OCC(=O)NC12CC3CC(CC(C3)C1)C2,0,-10,4,-2,0.3,-8,2,21,0
COc1ccc(OC)c(-c2cnc(OC(C)(C)C)nc2OC(C)(C)C)c1,-6,2,-6,0,0.8,3,-11,10,-4
CC1(C)Nc2ccccc2C(=O)N1NC(=O)c1ccccc1,/,-4,-1,2,15,6,-8,-11,-9
Cc1cc(NC(=O)COc2ccc(Cl)cc2Cl)n(CCC#N)n1,0,-10,0,-2,-0.1,0,14,-13,-7
Cc1cc(NCc2ccco2)n2c(nc3ccccc32)c1C#N,47,-9,0,86*,0.9,36,0[fluorescence artefact?],11,-6
COc1ccccc1Nc1ncnc2ccc(C)cc12,-2,7,-20,-1,-0.5,1,-3,-7,-11
NC(=O)c1cnn2c(C(F)(F)F)cc(-c3ccc(F)cc3)nc12,0,-2,-20,-6,0.2,1,9[fluorescence artefact?],20,-9
Cc1c(NC(=O)CSc2nnc(C(C)Oc3ccc(Cl)cc3)n2-c2ccccc2)c(=O)n(-c2ccccc2)n1C (stereo not given),-4,-24,-3,0,-0.3,-1,-5,-11,-10
Cc1oc(-c2ccccc2Cl)nc1CN1CCCCC1CO (stereo not given),-1,-8,-4,3,0.3,11,-7,-12,-10
CCc1nc2sc(C#N)c(N)c2c2c1CCCC2,/,-10,4,/,0.1,8,14,13,-3
Cn1c(C(=O)N2CCCC(C(=O)O)C2)cc2sccc21 (stereo not given),3,-10,2,1,0.1,-1,-7,-8,-1
O=C(Oc1ccccc1C(=O)Nc1ccccc1)c1ccc(Br)c([N+](=O)[O-])c1,0,-21,33,2,0.2,5,-21,1,-12

Looked up by compound from above (3):
canonical_smiles,Runt-CBFb FRET,EBV gp42 block,Tb hexokinase,Runt-SMMHC FRET,zVAD death inh,Hck Nef HTS,14-3-3 Bad inh,Mdm2 ligase inh,p47phox inh
Cc1ccc(C(C)C)cc1OCC(=O)N/N=C/c1ccc2c(c1)OCCO2,-3,-1,32,-5,1.6,7,20[fluorescence artefact?],-10,0
Cc1cccc(Oc2ccc(N)cc2)c1,0,-11,0,-2,-0.4,1,12[fluorescence artefact?],-1,-7
CCN(CC)CCNC(=O)CS(=O)Cc1nc(-c2ccc(C)cc2)oc1C (stereo not given),-2,-11,4,3,0.4,1,9,3,-5

(next part)
canonical_smiles,Runt-CBFb FRET,EBV gp42 block,Tb hexokinase,Runt-SMMHC FRET,zVAD death inh,Hck Nef HTS,14-3-3 Bad inh,Mdm2 ligase inh,p47phox inh
CCn1c(COc2ccc(C)cc2)nnc1SCc1ccc(C#N)cc1,1,-2,7,1,-0.1,1,-3,-10,-11
Cc1ccc(C(=O)CSc2nnc(-c3c[nH]c4ccccc34)o2)cc1,0,-11,-6,-1,0.0,0,-8[fluorescence artefact?],-7,-12
COc1ccc(-c2nc(-c3ccc(NC(=O)c4ccncc4)cc3)no2)cc1OC,-2,-10,-17,-48,0.8,15,3,-18,-11
CN(C)CCOC(=O)C1(c2ccccc2)CCCC1,1,-10,-5,-6,-0.2,-19,16[fluorescence artefact?],-9,1
CCOC(=O)c1ccc(S(=O)(=O)N2CCN(CC(=O)NC(=O)NC(C)(C)C)CC2)cc1,0,-32,-21,-3,0.9,4,1,-14,-11
CCOc1cc(N2CCOCC2)c(OCC)cc1NC(=O)CN1C(=O)NC2(CCc3ccccc32)C1=O (stereo not given),0,5,-8,2,1.2,1,/,-7,2
Cc1nc(Nc2ccccc2)sc1C(=O)Nc1ccccc1,-1,5,-62,-2,35,10,-6,-6,-9
COc1ccc(-c2csc(NC(=O)CN3C(=O)CCC3=O)n2)cc1OC,-2,-8,-8,3,1.0,1,-6,-9,-13
O=C(Cc1ccc(Br)cc1)N1CCN(c2ccccn2)CC1,-1,5,1,0,/,2,8,-2,1
CC(=O)c1sc(NC(=O)COc2c(C)cc(Cl)cc2C)nc1C,-4,6,-15,-3,3.5,25,-5,4,-15
O=c1c2ccccc2nc(/C=C/c2c[nH]c3ccccc23)n1CCO,3,1,-18,1,2.1,8,2,-9,-24
O=C(Nc1cccnc1)c1ccc(NS(=O)(=O)c2cccc([N+](=O)[O-])c2)cc1,0,-5,-2,-4,5.1,21,-20,5,-17
C=CCOc1c2ccc(C(=O)NCc3ccc(OC)cc3)cc2nn1C,/,-14,-3,-3,0.1,6,4[fluorescence artefact?],-8,5
Cc1nc(S(=O)(=O)N2CCN(C3c4ccccc4-c4ccccc43)CC2)cn1C,-1,-3,-10,1,0.9,12,-4,-10,-5
COc1cc(S(=O)(=O)N2CCCC3(CCCCC3)C2)ccc1-n1cnnn1,-8,23,-4,-10,0.1,5,-2,2,10
COC(=O)C1CSC(C)(C)C(=O)N1 (stereo not given),0,-1,-1,1,1.6,23,-13,-24,-5
O=C(CN1C(=O)c2ccccc2C1=O)Nc1ccc(Cl)cn1,1,3,-3,7,2.1,28,-6,-4,-2
Cc1ccc(-n2c(-c3ccco3)nc3c(cnn3-c3ccccc3C)c2=O)cc1,-1,-20,0,4,-0.4,1,2,-16,-9
CC(C)CNC(=O)c1cccc(NC(=O)C(C)Oc2ccccc2)c1 (stereo not given),-1,-13,-6,1,0.2,-15,-3,10,-3
CC(=O)c1ccc(NC(=O)C(C)N(C)CC(=O)Nc2ccc(Cl)cc2)cc1 (stereo not given),-1,-17,-5,7,8.1,17,-9,4,-1
C=CCN(CC=C)C(=O)c1ccncc1,2,-6,3,-3,-0.3,0,-12[fluorescence artefact?],-22,-9
O=C(N/N=C/c1ccncc1)c1ccc(NS(=O)(=O)c2cccs2)cc1,-1,9,-50,-3,19,23,-7,-6,-9
CCOC(=O)N1CCC(N2C(=O)c3ccc(C(=O)Nc4ccc(F)cc4F)cc3C2=O)CC1,-2,2,8,-4,1.6,-1,8[fluorescence artefact?],-11,-7
CN1CCNC(=O)C1CC(=O)NCC1(c2ccccc2)CCCCC1 (stereo not given),0,-4,6,-1,-1.0,14,-2,-29,-9
O=c1[nH]c2ccccc2nc1-c1ccc(Cl)cc1,0,-15,-24,-1,76*,33,-2,/,-22
O=C(NC1CC1)c1scc2c1OCCO2,0,4,-2,-24,2.2,2,-4,0,4
NNC(=O)C(=O)/C=C1\NC2(CCCC2)Cc2ccccc21,1,-9,-29,0,0.3,10,31,-14,-4
O=C(CSc1nnc(-c2ccc(O)cc2)o1)Nc1ccc2c(c1)OCCO2,-1,-9,5,0,0.1,1,-5,-7,-12
S=C(NCc1ccc2c(c1)OCO2)Nc1ccc(-c2nc3ccccc3[nH]2)cc1,5,-11,-1,4,2.6,15,0,-5,-31
Cc1ccc(CSC2=NCCN2C(=O)c2ccc([N+](=O)[O-])cc2)cc1,1,-2,-8,1,1.8,-2,-1,-3,/
CCc1nnc(NC(=O)/C=C/c2cccs2)s1,2,-4,-16,-1,0.6,-12,-3,-6,-3
O=C(CSc1nc2c(c(=O)n1-c1ccc(Br)cc1)SCC2)Nc1nccs1,-3,7,-4,-11,-0.3,-1,4,29,-15
O=[N+]([O-])c1ccc2nc(NCCCO)nc(-c3ccccc3)c2c1,3,1,-17,1,/,4,8,-2,-4
CCOC(=O)C1CCCN(C2CCN(Cc3nc(-c4ccccc4)no3)CC2)C1 (stereo not given),10,-11,3,-4,-1.2,11,-7,-7,-6
Fc1ccc(NC(=S)Nc2ccc3nccnc3c2)cc1,-12,-8,-17,-194,0.5,23,-7,-12,-12
COc1ccc(N2CCN(CCCNC(=O)CC3Oc4ccc(C)cc4NC3=O)CC2)cc1 (stereo not given),2,-12,0,2,-0.2,-4,-3[fluorescence artefact?],-28,-16
COc1cccc(/C=C/C(=O)NNC(=O)CCN2CCN(Cc3ccccc3)CC2)c1,0,-11,-3,1,0.5,5,1,/,-6
CC(C)c1ccc(CNC(=O)C(=O)Nc2nccs2)cc1,2,-17,0,2,2.9,7,-3,-14,0
NC(=O)c1nnn(-c2ccc([N+](=O)[O-])cc2)c1-c1ccccc1,1,-20,-13,-7,1.1,2,1,-15,5
Cc1ccccc1CN1CCN(CC2CC3C=CC2C3)CC1 (stereo not given),-2,-14,-2,-2,0.0,3,67[fluorescence artefact?],-7,-7
CCOc1nc(-c2ccccc2Cl)ccc1C#N,-1,8,0,-5,-0.1,1,-7,-6,-2
CCCCNC(=O)c1cc(C)no1,-2,-18,-3,-2,6.2,22,-11,-18,6

Compound activity (PubChem BioAssay)
